dFosB act: mouse delta FosB homodimer activation. 340,000 tested, 0.99% active. P13346. activation, % at 25 µM. AID 493131. purified delta FosB, TAMRA-CDK5 oligo fluorescence polarization; percent of positive-control signal above neutral wells;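 active = mean activation above about 17%, with every replicate also reaching it, limit read from the data, passing the limit was not always enough; inconclusive = only one of the two conditions met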;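 note: fluorescence polarization rise as delta FosB binds a TAMRA Cdk5 AP-1 oligo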
Wnt bcat act: activates Wnt/beta-catenin signaling in a reporter cell assay; activator, plate reader; activation, % at 9.35 µM; 300,000 tested, 1.2% active; AID 743398; in the data active = activation above about 30%, passing the limit was not always enough; inconclusive = no clear call, values can overlap the other calls;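 note: 0% = neutral control wells and 100% = positive control wells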
CAL PDZ FP-1: inhibitors of human CAL PDZ peptide binding; Q9HD26; 300,000 tested, 0.92% active; purified CAL PDZ, TMR-peptide fluorescence polarization, 1 h; AID 602252; inhibition, % at 24.9 µM;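 active = mean inhibition of at least 30% with at least half of replicates also reaching 30%; inconclusive = no clear call, values can overlap the other calls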;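 note: 0% = DMSO neutral control and 100% = excess unlabeled competitor peptide PRC23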
RTF Ca sens act: cardiac RTF calcium sensitization; AID 493008; 340,000 tested, 0.24% active; activation, % at 7.2 µM; IANBD-labeled TnC RTF fluorescence at EC20 calcium; 0% EC20 calcium, 100% full calcium;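 active = activation above the mean over all tested compounds plus 3 SD, cut at about 30% in these data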;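 note: rise in fluorescence read as greater calcium sensitivity of cardiac thin filaments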
Tat transport: inhibitors of E. coli Tat protein transport; E. coli MC4100 TorA-mCherry Tat export, fluorescence; inhibition, % at 10 µM; 340,000 tested, 0.036% active; AID 488895;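 active = mean replicate inhibition at least 50% and at least half of replicates individually reaching 50%; inconclusive = only one of the two criteria met; inactive = neither criterion met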;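 note: exported cargo escapes ClpAP degradation while cytoplasmic cargo is degraded and loses fluorescence; 0% = median of neutral control wells and 100% = median of NaSCN control wells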
V-ATPase pH: alters yeast V-ATPase proton transport | S. cerevisiae, pHLuorin cytosolic pH fluorescence | response, % at 10 µM | 350,000 tested, 0.37% active; in the data active = response mostly above about 7.3%, no sharp cut-off; inactive = mostly below about 5.4%; note: actives read high; inactives centre near 0; some compounds called inactive have numbers as strong as hits; reference of the scale not given here
Rtt109 Vps75: inhibitors of Candida albicans Rtt109/Vps75 histone acetyltransferase | Q5AAJ8 | 330,000 tested, 0.16% active | inhibition, % at 34.9 µM | AID 540336 | purified Rtt109/Vps75, ThioGlo CoA-SH fluorescence, 4 h;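 active = inhibition of at least 50% in every replicate; inconclusive = best replicate reaches 50% inhibition but some replicates fall short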
Target sequence (Q5AAJ8 whole entry, looked up): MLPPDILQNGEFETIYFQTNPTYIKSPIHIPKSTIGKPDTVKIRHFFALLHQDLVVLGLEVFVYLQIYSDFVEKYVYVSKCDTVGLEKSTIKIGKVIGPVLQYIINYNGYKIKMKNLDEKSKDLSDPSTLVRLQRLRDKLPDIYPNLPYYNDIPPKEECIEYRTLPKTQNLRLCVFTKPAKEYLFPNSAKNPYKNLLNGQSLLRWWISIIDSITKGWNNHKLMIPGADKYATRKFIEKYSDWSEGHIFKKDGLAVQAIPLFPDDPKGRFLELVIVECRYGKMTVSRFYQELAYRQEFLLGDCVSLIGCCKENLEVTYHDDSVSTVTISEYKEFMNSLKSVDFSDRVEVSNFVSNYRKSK
MITF act: activators of MITF-driven TRPM1 promoter activity in SK-MEL-5 cells; SK-MEL-5 TRPM1-promoter luciferase, 24 h; % of positive control, neutral wells = 0; activation, % at 12.5 µM; 300,000 tested, 0.75% active; AID 588334;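 active = mean activation of at least 80% with every replicate also reaching 80%; inconclusive = mean reaches 80% but some replicate falls short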;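 note: 0% = neutral control wells and 100% = parthenolide positive control wells; values of inactives mirror those of a sister screen read the other way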
CAL PDZ FP-2: human CAL PDZ-peptide interaction inhibition | purified CAL PDZ, TMR-peptide fluorescence polarization, 1 h | inhibition, % at 20 µM | 330,000 tested, 0.02% active | AID 504414;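 active = highest replicate inhibition of at least 40%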;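 note: plate controls were DMSO neutral control wells for no effect and unlabeled competitor peptide control wells for full effect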
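material = purified tagged CAL PDZ domain construct (CerCALP) | compound dosing = 20 µM, one dose | times = 1 h at RT | measured by = fluorescence polarization from S- and P-plane intensities, G-factor corrected | read-out = inhibition from polarization loss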
CDK5 inh: CDK5/p35 (human) kinase inhibition. 330,000 tested, 0.01% active. Q00535+Q15078. Recombinant CDK5/p35, ADP-Glo luminescence, 60 min. AID 488839. inhibition, % at 10 µM;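 active = highest replicate inhibition of at least 50% and at least 75% of replicates reaching 50%; inconclusive = only one of the two criteria met; inactive = both criteria failed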;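 note: plate controls were DMSO neutral control for no effect and GW8510 at 10 µM for full effect; many of its hits are not listed in these tables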
Target sequence (Q00535 whole entry, looked up): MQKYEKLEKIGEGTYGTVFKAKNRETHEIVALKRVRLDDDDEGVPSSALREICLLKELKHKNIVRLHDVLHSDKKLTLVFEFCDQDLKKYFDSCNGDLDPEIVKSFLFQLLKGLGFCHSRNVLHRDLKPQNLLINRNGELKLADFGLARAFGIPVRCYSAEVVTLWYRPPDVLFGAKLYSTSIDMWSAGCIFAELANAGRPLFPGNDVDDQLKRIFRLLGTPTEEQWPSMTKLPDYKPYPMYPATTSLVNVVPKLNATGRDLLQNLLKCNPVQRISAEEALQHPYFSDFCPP
Target sequence (Q15078 whole entry, looked up): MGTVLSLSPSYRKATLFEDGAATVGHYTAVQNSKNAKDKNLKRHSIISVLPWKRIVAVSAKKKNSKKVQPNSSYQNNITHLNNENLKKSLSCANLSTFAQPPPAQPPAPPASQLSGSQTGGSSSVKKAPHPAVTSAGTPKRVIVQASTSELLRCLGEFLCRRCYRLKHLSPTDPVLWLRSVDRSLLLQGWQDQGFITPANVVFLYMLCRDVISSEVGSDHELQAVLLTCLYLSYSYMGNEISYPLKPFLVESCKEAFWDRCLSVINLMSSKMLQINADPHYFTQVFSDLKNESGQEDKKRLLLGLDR
* hit, by the source's call; ? = inconclusive; . = not tested or not shown.

entry	Compound	dFosB act	Wnt bcat act	CAL PDZ FP-1	RTF Ca sens act	Tat transport
1	C=CCSC1=C(C#N)C(c2cc(Br)c(O)c(OC)c2)CC(=O)N1 (stereo unspecified)	-2	-2	1	6	-3
2	c1ccc(CN(Cc2ccccc2)c2c3c(nc4ncnn24)CCC3)cc1	-13	0	1	3	10
3	Cc1ccnc(NS(=O)(=O)c2ccc(NC(=O)C3CCCNC3=O)cc2)n1 (stereo unspecified)	1	.	-4	-4	-9
4	Cc1ccccc1S(=O)(=O)NCc1cccnc1	-5	.	-1	-1	-4
5	CC(C1CC2CCC1C2)n1c(COc2ccccc2F)nnc1SCC(N)=O (stereo unspecified)	-15	.	-5	6	11
6	O=C(c1ccccc1)c1nnc(-c2ccncc2)o1	3	.	0	-8	-3
7	Cc1cccc(-c2noc(C(C)NC(=O)c3ccco3)n2)c1 (stereo unspecified)	-2	0	-4	-8	5
8	O=S(=O)(O)c1cc(O)c2ccc(Nc3ccccc3)cc2c1	-12	-7	.	-13	7
9	O=C(Cn1nnc(-c2ccc(F)cc2)n1)Nc1cccc(S(=O)(=O)N2CCCC2)c1	-8	-9	-6	-2	3
10	CSc1ncccc1C(=O)OCC(=O)Nc1nc(C)c(Cl)cc1Cl	-5	1	-5	-2	-4
11	O=C(Nc1ccc(N2CCN(C(=O)c3cccs3)CC2)c(Cl)c1)c1cccnc1	1	-3	-2	11	0
12	CC(C)C(O)C1CCN(Cc2nc(-c3cccs3)no2)CC1 (stereo unspecified)	2	8	-2	4	-2

entry	V-ATPase pH	Rtt109 Vps75	MITF act	CAL PDZ FP-2	CDK5 inh
1	3	-2	0	-0.3	-0.6
2	0	12	4	-1.4	-1.5
3	0	3	-14	-1.2	1.2
4	1	-1	5	0.3	-3.0
5	-2	0	-12	-0.9	-0.3
6	2	-4	3	.	3.4
7	-2	22	2	-2.1	-0.8
8	-1	2	-7	0.2	-17
9	0	9	-15	-1.6	-1.0
10	1	14	-2	-1.3	0.8
11	7	9	16	-3.0	-12
12	3	-2	50	0.2	-0.1

The list goes on, overlapping the part above by five compounds.
entry	Compound	dFosB act	Wnt bcat act	CAL PDZ FP-1	RTF Ca sens act	Tat transport
8	O=S(=O)(O)c1cc(O)c2ccc(Nc3ccccc3)cc2c1	-12	-7	.	-13	7
9	O=C(Cn1nnc(-c2ccc(F)cc2)n1)Nc1cccc(S(=O)(=O)N2CCCC2)c1	-8	-9	-6	-2	3
10	CSc1ncccc1C(=O)OCC(=O)Nc1nc(C)c(Cl)cc1Cl	-5	1	-5	-2	-4
11	O=C(Nc1ccc(N2CCN(C(=O)c3cccs3)CC2)c(Cl)c1)c1cccnc1	1	-3	-2	11	0
12	CC(C)C(O)C1CCN(Cc2nc(-c3cccs3)no2)CC1 (stereo unspecified)	2	8	-2	4	-2
13	O=C(O)CCC1(CCC(=O)O)c2ccccc2-c2ccccc21	1	0	-2	-4	-7
14	CCOC(=O)c1c(NC(=O)C(C)NCc2ccco2)sc2c1CCC(C)C2 (stereo unspecified)	-23	-9	-2	0	2
15	O=C(Nc1ccccc1)N(Cc1cccnc1)Cc1ccco1	-8	1	-19	12	3
16	O=S(=O)(Cc1cc(Cl)nc(-c2ccncc2)n1)c1ccccc1	-11	-25	-3	3	-3
17	CN(C)C(=O)Cn1cnc2c(cnn2-c2ccc(F)cc2)c1=O	-4	0	3	-3	5
18	CC1CC(NC(=O)C2(C)CC2(Cl)Cl)CC(C)(C)C1 (stereo unspecified)	3	.	-2	-2	3
19	CN(C)/C=N/c1nc(-c2ccc3c(c2)OCO3)cs1	0	71*	0	-6	0
20	Cc1ccc(Cn2ncn(-c3ccccc3)c2=O)cc1	-4	3	-3	-4	4
21	COc1ccc(N2CCN(C(=O)c3cccc(NS(=O)(=O)c4cccc(F)c4)c3)CC2)cc1	-11	-3	-2	-2	3
22	COc1cccc(C2C(C(=O)Nc3cccnc3)=C(C)Nc3nnnn32)c1OC (stereo unspecified)	-7	.	-3	0	4
23	CSc1ccc(CN2CCC(CO)(CCOc3ccccc3)CC2)cc1	-11	0	6	2	-7
24	Cc1csc(NC(=O)[C@@H]2CCCN2C(=O)c2cccs2)n1	4	-1	1	2	0

entry	V-ATPase pH	Rtt109 Vps75	MITF act	CAL PDZ FP-2	CDK5 inh
8	-1	2	-7	0.2	-17
9	0	9	-15	-1.6	-1.0
10	1	14	-2	-1.3	0.8
11	7	9	16	-3.0	-12
12	3	-2	50	0.2	-0.1
13	0	0	3	.	-1.1
14	13	-7	-5	-3.7	0.7
15	6	-9	-19	-2.5	-3.3
16	2	11	-21	-2.3	-0.6
17	-3	-5	-1	.	1.0
18	2	-3	0	-1.2	-2.5
19	3	.	76	-2.6	0.2
20	-1	0	37	-2.9	-1.1
21	0	1	-1	-1.7	-1.5
22	-2	14	.	-1.4	-0.8
23	3	1	.	-1.4	-1.0
24	0	-30	-4	2.9	-1.1

Down the list, from the results shown.
Tat transport for nos. 18–22, in order: 3, 0, 4, 3, 4

Additional compounds:
entry	Compound	dFosB act	Wnt bcat act	CAL PDZ FP-1	RTF Ca sens act	Tat transport
25	O=C(CCc1c[nH]c2ccccc12)NC(Cc1c[nH]c2ccccc12)C(=O)O (stereo unspecified)	-1	0	-3	-2	-1
26	Nc1nc(=S)c2ncn([C@@H]3O[C@H](CO)[C@@H](O)[C@H]3O)c2[nH]1	3	-2	-2	3	-25
27	O=C(NN1C(=O)c2ccccc2NC1c1ccco1)c1ccc(Br)cc1 (stereo unspecified)	-4	-2	.	-2	-12
28	COc1cccc(-c2nc(-c3ccc4c(c3)NC(=O)CO4)cs2)c1	-8	12	-4	2	-7
29	O=C(Cn1ncc2c([nH]c3ccccc32)c1=O)Nc1cccnc1	5	0	.	4	-1
30	CCN(C(=O)COC(=O)c1c(-c2ccccc2)noc1C)c1c(N)n(Cc2ccccc2)c(=O)[nH]c1=O	-9	-3	-2	-3	4
31	COc1ccc(Oc2ccc(C(F)(F)F)cc2N)cc1	-6	8	2	8	-2
32	Cn1c(Cn2nnc3ccccc32)nnc1SCC(=O)Nc1nccs1	12	-3	-3	4	6
33	CCOc1ccc2oc(-c3ccccc3)c(C(=O)N(C)C)c2c1	-8	-1	-2	1	-1
34	Cc1ccc2occ(/C=N/NC(=O)c3ccccc3O)c(=O)c2c1	-11	-1	30	0	-3
35	CCOC(=O)c1cccc(NC(=O)CSc2nnc(-c3ccoc3C)n2CC)c1	-13	0	3	-1	1
36	COc1ccc(NC(=O)CN2C(=O)NC3(CCCC3)C2=O)c(OC)c1	2	21	-4	-4	4

entry	V-ATPase pH	Rtt109 Vps75	MITF act	CAL PDZ FP-2	CDK5 inh
25	-1	6	-6	.	-0.9
26	6	-8	-70	-0.9	2.5
27	-4	1	13	-1.6	0.3
28	1	-7	105*	-2.0	-0.6
29	3	8	-4	-1.8	0.8
30	1	4	2	-3.1	0.6
31	0	-17	52	-1.4	-0.3
32	2	-1	5	-0.3	0.5
33	-1	17	-7	-3.5	0.7
34	2	11	-14	-0.5	4.0
35	1	12	-5	-1.4	0.0
36	-2	-4	4	-1.2	-1.2

(listing goes on)
entry	Compound	dFosB act	Wnt bcat act	CAL PDZ FP-1	RTF Ca sens act	Tat transport
37	COc1cccc(C(=O)Nc2cc(C)c3c(=O)oc4ccccc4c3n2)c1	-27	-4	.	-1	1
38	CCCCCCCC(=O)Nc1cc(C(=O)NCc2ccc(C)cc2)ccc1N1CCC2(CC1)CC(c1cccc(Br)c1)=NO2	-4	0	-2	4	9
39	COc1cccc(NC(=O)CSc2nncn2N)c1	2	-3	-6	0	-3
40	CC(C)(C)c1ccc(OCC(=O)Nc2ccncc2)cc1	-4	10	-2	0	4
41	COc1cccc(/C(O)=C2/C(=O)C(=O)N(CCCN3CCOCC3)C2c2ccncc2)c1 (stereo unspecified)	5	2	-2	4	3
42	Cc1[nH]nc(SCC(=O)NC(C)c2ccccc2)c1[N+](=O)[O-] (stereo unspecified)	-1	.	-4	-3	11
43	COc1ccc(C(=O)N2C(=S)NC(=O)/C2=C\c2ccc(C)cc2)cc1	11	6	-2	8	?
44	Cc1cc(NC(=O)c2nn3cccnc3c2Cl)no1	-13	.	.	7	-4
45	CC(=O)c1ccc(OC(=O)CCc2nc3ccccc3s2)cc1	-3	0	6	.	-2
46	COC(=O)c1ccc(N2CCN(S(=O)(=O)c3ccc(C)cc3)CC2)c([N+](=O)[O-])c1	1	-7	-3	-1	1
47	Cc1ccccc1NC(=S)N(CCN1CCOCC1)Cc1ccccc1F	2	4	2	5	12
48	CCOc1c(Cl)cc(Cl)cc1CNCCNCCO	-1	.	-2	7	-8

entry	V-ATPase pH	Rtt109 Vps75	MITF act	CAL PDZ FP-2	CDK5 inh
37	1	-4	9	-0.8	-0.5
38	-1	-4	4	-0.1	0.0
39	4	2	-3	0.0	-1.3
40	3	-3	.	-0.5	0.4
41	-3	-2	7	-1.2	-1.4
42	1	7	6	-1.1	.
43	0	-25	25	-4.7	-1.9
44	4	-5	20	-2.6	0.1
45	0	-26	-6	0.3	0.3
46	-2	3	-7	0.8	-0.2
47	0	5	-5	-1.3	-0.4
48	-1	17	2	-1.6	0.2

Some of these compounds in order of molar mass, largest number first.
entry	Compound	dFosB act	Wnt bcat act	CAL PDZ FP-1	RTF Ca sens act	Tat transport
45	CC(=O)c1ccc(OC(=O)CCc2nc3ccccc3s2)cc1	-3	0	6	.	-2
48	CCOc1c(Cl)cc(Cl)cc1CNCCNCCO	-1	.	-2	7	-8
40	CC(C)(C)c1ccc(OCC(=O)Nc2ccncc2)cc1	-4	10	-2	0	4

entry	V-ATPase pH	Rtt109 Vps75	MITF act	CAL PDZ FP-2	CDK5 inh
45	0	-26	-6	0.3	0.3
48	-1	17	2	-1.6	0.2
40	3	-3	.	-0.5	0.4

Taken from above.
no. 42 | CAL PDZ FP-1 = -4
no. 28 | RTF Ca sens act = 2

Continued.
entry	Compound	dFosB act	Wnt bcat act	CAL PDZ FP-1	RTF Ca sens act	Tat transport
49	COc1cccc(NC(=O)CN(C)C(=O)CCCc2nc3ccccc3s2)c1	-4	5	-3	-6	6
50	COC(=O)C(NNc1ccc(F)cc1)(NC(=O)c1ccccc1)C(F)(F)F (stereo unspecified)	-1	-4	0	-8	1
51	COc1cc(NC(=O)Cc2c(C(=O)O)n(C)c3ccccc23)cc(OC)c1OC	-3	-1	-2	-8	0
52	CCOC(=O)C1(Cc2cccc(Cl)c2)CCCN(C(=O)c2ccc(COC)s2)C1 (stereo unspecified)	-4	-2	-1	4	-3
53	COc1ccc(S(=O)(=O)Nc2ccc(F)cc2)c(C)c1C	0	.	-2	1	4

entry	V-ATPase pH	Rtt109 Vps75	MITF act	CAL PDZ FP-2	CDK5 inh
49	0	-7	3	-2.5	-0.5
50	2	3	-24	-0.8	.
51	-2	3	-5	1.2	-1.2
52	1	3	3	-2.6	-3.3
53	3	-2	.	-0.3	0.7
